Screening data: PubChem, National Center for Advancing Translational Sciences (NCATS)
12-LOX inh – blocks human arachidonate 12S-lipoxygenase; P18054; purified 12hLO, xylenol orange hydroperoxide absorbance; Potency, µM (doses to about 108 µM), without a hit: at the highest dose activity change, negative = inhibition, hits mostly inhibitors; 580,000 compounds, 1.1% hits; AID 1671190; active = well fitted inhibition curve with a large enough effect; inconclusive = small, poorly fitted or top-dose-only effect, or another doubt; inactive = no such curve, though single readings can be large or run the other way
Target sequence (P18054 whole entry, looked up): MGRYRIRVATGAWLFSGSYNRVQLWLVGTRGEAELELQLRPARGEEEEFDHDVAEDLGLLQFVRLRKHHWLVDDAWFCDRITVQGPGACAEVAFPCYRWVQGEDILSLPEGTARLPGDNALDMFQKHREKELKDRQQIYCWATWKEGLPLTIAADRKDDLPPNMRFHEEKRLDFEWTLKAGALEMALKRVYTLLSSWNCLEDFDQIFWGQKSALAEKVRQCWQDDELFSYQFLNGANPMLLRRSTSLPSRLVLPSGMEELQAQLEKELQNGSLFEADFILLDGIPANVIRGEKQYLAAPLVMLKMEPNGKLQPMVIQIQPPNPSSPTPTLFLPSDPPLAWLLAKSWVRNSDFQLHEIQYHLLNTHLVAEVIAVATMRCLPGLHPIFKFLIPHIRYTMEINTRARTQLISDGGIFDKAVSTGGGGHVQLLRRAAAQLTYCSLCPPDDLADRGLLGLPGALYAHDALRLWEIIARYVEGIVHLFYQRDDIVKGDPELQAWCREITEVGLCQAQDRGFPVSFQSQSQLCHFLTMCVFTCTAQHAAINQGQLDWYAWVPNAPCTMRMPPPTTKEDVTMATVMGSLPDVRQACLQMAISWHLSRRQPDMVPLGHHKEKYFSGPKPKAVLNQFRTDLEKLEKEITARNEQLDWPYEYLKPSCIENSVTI
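Purified human 12hLO (150 nM final) in 25 mM Hepes, 0.01% Triton X-100, pH 7.0 was preincubated 15 min at room temperature with compound. Then 40 uM arachidonic acid was added, 30 min. Hydroperoxide was read by Fe-XO absorbance ratio 573/405 nm.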
Numbers without * were called inactive; ? = inconclusive; [ ] = remark or other dose. % is scaled to controls: 0 for no effect and ±100 for the full control effect; potency is read from the fitted curve at half-maximal effect. This is a subset (hit frequency here may not be typical).

SMILES	12-LOX inh
Cn1cc(-c2cnc(Nc3cnccn3)c3c2CCO3)cn1	53%[activator][176 µM]
CCN(C(=O)CN1C(=O)NC2(CCS(=O)(=O)CC2)C1=O)c1cccc(C)c1	30%
CN1C(=O)CCC2(CNC(=O)C3CC3)CCC=C12 (centres undefined)	15%
CN(C)CCNC(=O)c1nc2nc(-c3ccccc3)c(-c3cccc(Cl)c3)cc2n1C	3%[176 µM]
COc1cccc(CN2CC(Oc3ccccc3C(=O)NCc3ccccc3)C2)c1	-1%
COc1ccc(N2CC(c3noc(-c4ccccc4F)n3)CC2=O)cc1OC (centres undefined)	24%
O=C(c1ccco1)N1CCN(C(=O)C2NCCc3[nH]cnc32)CC1 (centres undefined)	6%
CS(=O)(=O)c1cnc(NC2CCCCCC2)nc1C1CCCNC1 (centres undefined)	-1%
CC(C)c1noc(C2CCCN(C(=O)NCCc3ccccc3)CCC(=O)NCC2)n1 (centres undefined)	1%
Cc1ccc(-c2cn(C3CCN(C(=O)c4ccc(Cl)cc4)CC3)c(=O)[nH]2)cc1	?
O=C(CC1CCOC2(CCN(S(=O)(=O)c3ccccc3)CC2)C1)N1CCCC1 (centres undefined)	62%[activator]
CN(C)c1nccnc1OC1CCN(C(=O)CC2CCCC2)C1 (centres undefined)	17%
CC(C)NC(=O)c1ccccc1OCC1CCCN(Cc2cn(C)c3ccccc23)C1 (centres undefined)	23%
C=CCOC(=O)C1=C(C)N(Cc2cc(F)cc(F)c2)C(=O)CC1c1ccccc1Cl (centres undefined)	67%[activator]
CCCC(C(=O)Nc1c(C)cccc1C)N1C(=O)C(=O)c2ccccc21 (centres undefined)	6.3µM*
FC(F)(F)Oc1ccccc1Cn1ccnc1-c1cc2n(n1)CCNC2	64%[activator]
COc1ccc(Cl)cc1-c1nc(-c2nnn3c2COC(c2ccc(C)cc2)C3)no1 (centres undefined)	25%
Cc1cc2nc3n(c(=O)c2n1CC(=O)NCc1cccc(Br)c1)CCCCC3	5%
Cc1nc(C)c(CC(=O)N2CCCC(C)(Cc3ccc4c(c3)OCO4)C2)s1 (centres undefined)	?
COCCN(C)C(=O)c1cn(C2CN(C(=O)NCc3ccc(C)cc3)C2)nn1	30%
COc1ccc(S(N)(=O)=O)cc1C(=O)N1CCOCC1CC(=O)O (centres undefined)	60%[activator]
CC(C)N(Cc1cnn(C)c1)Cc1cn(Cc2ccccc2)nc1-c1ccc2c(c1)OCO2	89%[activator]
O=C(NCc1cccnc1)c1cc(-c2cnccc2Cl)c2cccn2n1	2%[6.33 µM]
COc1ccc(C(=O)N2CCC(C(=O)N3CCCCCCNC(=O)CC3)CC2)c(OC)c1	38%[activator]
O=C(/C=C(\Nc1ccc(F)cc1)c1ccccc1)c1ccccc1	2%

The last seven entries of the section before lead into the next.
SMILES	12-LOX inh
Cc1nc(C)c(CC(=O)N2CCCC(C)(Cc3ccc4c(c3)OCO4)C2)s1 (centres undefined)	?
COCCN(C)C(=O)c1cn(C2CN(C(=O)NCc3ccc(C)cc3)C2)nn1	30%
COc1ccc(S(N)(=O)=O)cc1C(=O)N1CCOCC1CC(=O)O (centres undefined)	60%[activator]
CC(C)N(Cc1cnn(C)c1)Cc1cn(Cc2ccccc2)nc1-c1ccc2c(c1)OCO2	89%[activator]
O=C(NCc1cccnc1)c1cc(-c2cnccc2Cl)c2cccn2n1	2%[6.33 µM]
COc1ccc(C(=O)N2CCC(C(=O)N3CCCCCCNC(=O)CC3)CC2)c(OC)c1	38%[activator]
O=C(/C=C(\Nc1ccc(F)cc1)c1ccccc1)c1ccccc1	2%
O=C1CC(c2ccccc2)NCCCCCN1 (centres undefined)	15%
COc1ccc(NC(=O)Cn2c(-c3ccc(Cl)cc3)nc(C)cc2=O)cc1	19%
COc1ccc(NC(=O)[C@H]2CN(Cc3ccccc3)C[C@H]2C(=O)O)cn1	31%
O=C(COc1ccc(F)cc1)Nc1cccc(-c2nnc3n2CCCC3)c1	-10%
O=C(c1cccc(C(F)(F)F)c1)N1CCC(c2n[nH]c(=O)n2-c2ccccc2)CC1	?
CS(=O)(=O)N[C@H]1C[C@H]2C(=O)NC[C@@H](CCC(=O)N3CCCCC3)N2C1	-3%[176 µM]
O=C(Cc1cccc(F)c1)NCc1nnc2cc(-c3nc(C4CC4)no3)ccn12	36%[activator]
Cc1nc([C@@H]2CN(S(=O)(=O)c3ccc4c(c3)CCC4)C[C@H]2C(N)=O)n[nH]1	?
c1cc(-c2n[nH]c(C3CCCCN3)n2)ccn1 (centres undefined)	9%
Oc1cccc(CN(Cc2ccsc2)Cc2ccco2)c1	18%
CCCCOC(=O)C1=CN(Cc2ccccc2)S(=O)(=O)N=C1C	45%[activator]
CC1=C[C@@H](CNS(C)(=O)=O)[C@H](C(C)C)C[C@H]1CC(=O)O	22%[176 µM]
CN1CCC(=C2c3ccccc3CCc3cccnc32)CC1	-6%[22.9 µM]
CCN1C(=O)N[C@H]2C[C@@H](c3ccccc3)[C@@H](C)[C@@H](C(=O)N3CCCC3)C[C@H]21	-9%
Cn1cc(C2c3nccn3CCCN2C(=O)c2ccccc2F)cn1 (centres undefined)	22%
CCOc1ccccc1NC(=O)Cn1c(=O)n(-c2ccccc2)c(=O)c2c1cc(C)n2C	40%[activator]
O=C(Cc1ccccc1)N1CCC2(Cc3ccccc3NC2=O)C1 (centres undefined)	?
COc1ccc(C(C)NC(=O)c2cc(-c3ccccc3)cn2C)cc1OC (centres undefined)	0%
CS(=O)(=O)Nc1ccc(C2(C(=O)NCc3cccc(F)c3)CCCCC2)cc1	25%
COCCNc1ncc(-c2ccc(OC)cc2)c2c1OCC2	-1%[176 µM]
Cc1cc(C)n(Cc2cc(C(=O)NC[C@H]3C[C@H]4C=C[C@H]3C43CC3)n[nH]2)n1	91%[activator]
O=C(N1CCC[C@H]1c1nc(-c2ccccc2Cl)no1)C1(c2ccccc2)CC1	-6%
CN(C)C(=O)Cc1ccccc1-n1ccnc1-c1cc2n(n1)CCCNC2	123%[activator]
O=C(CCc1nc2ccccc2s1)N1CCC(c2noc(-c3ccncc3)n2)C1 (centres undefined)	36%
CCOC(=O)[C@]12CCCCC/C=C\1N(Cc1ccc(OC)cc1)C(=O)[C@H]2CC(=O)N1CCCCC1	-14%
SMILES	12-LOX inh
COCc1nc(C2CCN(C(=O)c3cccnc3)C2)no1 (centres undefined)	55%[activator]
CC(=O)CCC(=O)N1CCC(n2c(C3CCCO3)nc3cc(C(F)(F)F)ccc32)CC1 (centres undefined)	5%
COc1cccc(NC(=O)Cn2c(C)cc3nc4n(c(=O)c32)CCC4)c1	25%
CC(C)(C)C1CCC2(CC1)NC(=O)N(CC(=O)NCc1ccccc1)C2=O (centres undefined)	17%
CN1c2cc(C(=O)NCc3cccc(F)c3)ccc2C(=O)N2CCCCC21 (centres undefined)	28%
Cc1noc([C@H]2CCN(Cc3cccnc3)C[C@H]2NC(=O)C2CC2)n1	59%[activator]
O=C(CN1C(=O)NC2(CCOCC2)C1=O)Nc1ccccc1	20%
COc1ccccc1CN1CCCC(n2cc(C(=O)N3CCCC3)nn2)C1 (centres undefined)	8%
C1=C(c2cc(-c3cccc4[nH]ccc34)cn3cncc23)CCOC1	-19%[176 µM]
NC(=O)[C@@H]1CCCN1c1ccc(-c2nc(Cc3ccccc3)no2)cn1	-15%
O=C(NCc1ccc(Cl)nc1)c1c[nH]c2cccnc12	-2%[12.5 µM]
COCC1CN(C(=O)c2ccc(C)c(C)c2)CC12CCNCC2 (centres undefined)	32%
O=C1NCCCCCCN(C(=O)c2cccs2)[C@H]2CCC[C@@H]12	32%[activator]
COC(=O)c1ccc(NC(=O)Cn2c(C)cc3nc4n(c(=O)c32)CCC4)cc1	8%
COCC1CN(C2CCC2)CC12CCN(C(=O)c1nccc3ccccc13)CC2 (centres undefined)	-10%
COc1cccc(CNC(=O)[C@@H]2C[C@@H](O)CN2C2CCN(C(=O)c3ccco3)CC2)c1	32%
O=C(c1ccc2[nH]ncc2c1)N1CCOCC12CCN(CCCc1ccccc1)CC2	6%[176 µM]
O=C(NCCc1ccncc1)C1CN(C(=O)Cc2ccc(Cl)cc2)CC12CCOCC2 (centres undefined)	18%
COc1ccc(Cl)cc1NC(=O)Cn1c(N(C)Cc2ccccc2)nc(C)cc1=O	13%
Cc1ccc(OCC(=O)c2ccc3c(c2)N(C(C)C(=O)NCC2CC2)C(=O)CO3)cc1C (centres undefined)	46%[activator]
COCCCNC(=O)C1CCN(c2cnc3nccnc3c2)CC1	25%
Cn1cncc1-c1nnc([C@H]2CCN(Cc3cccc(C#N)c3)C2)o1	13%[176 µM]
COc1ccc(CN2Cc3[nH]nc(-c4ccccc4Cl)c3CC2=O)cc1	22%[176 µM]
O=C1NCCCCCN(C(=O)NC2CCCCC2)[C@H]2CCC[C@@H]12	8%
COc1ccc(C(=O)NC2CCN(c3cc(-c4ccc(Cl)cc4)[nH]n3)C2)c(OC)c1 (centres undefined)	2%

A draw from above in order of molecular weight, lowest first:
SMILES	12-LOX inh
COCc1nc(C2CCN(C(=O)c3cccnc3)C2)no1 (centres undefined)	55%[activator]
O=C1NCCCCCCN(C(=O)c2cccs2)[C@H]2CCC[C@@H]12	32%[activator]
COCC1CN(C2CCC2)CC12CCN(C(=O)c1nccc3ccccc13)CC2 (centres undefined)	-10%
COc1cccc(CNC(=O)[C@@H]2C[C@@H](O)CN2C2CCN(C(=O)c3ccco3)CC2)c1	32%

More compounds:
SMILES	12-LOX inh
COc1ccc(-c2nc(C3CN(C(=O)Nc4cccc(F)c4)C3)no2)cc1	53%[activator]
CC(C)(C)OC(=O)N1CCc2nc3ccccc3c(N)c2C1=O	?
CCO[C@H]1CN(C(=O)c2ccc(NS(=O)(=O)CC)cc2)C[C@@H]1O	4%
Cc1ccc(NC2=N[C@H]3[C@@H](O)[C@H](O)C[C@H](C(=O)NCc4cccnc4)[C@H]3S2)cc1	20%[176 µM]
Cc1cccc(N=O)n1	-49%
Cc1ccsc1CN1CCC2(Cc3ccccc3CNC2=O)C1 (centres undefined)	-3%[6.33 µM]
Cc1ncc2c(c1CNC(=O)c1ccccc1F)CCN(C(=O)c1csc(-c3cccs3)n1)C2	94%[activator]
Cc1nn(CC(=O)N[C@H](C)c2ccccc2)c(=O)n1-c1ccc2c(c1)OCO2	-3%
Cc1ccc(Cn2c(C3CCN(C(=O)COc4cccc(C)c4)CC3)n[nH]c2=O)cc1	?
Cc1cnc(-c2ccccc2)n1CCN	?
O=C(c1ccc(F)cc1F)N1CCC2(CC1)OCC(C(=O)N1CCCC1)N2C(=O)c1ccco1 (centres undefined)	36%[activator]
CC(C)CNC(=O)C1c2ccccc2C(=O)N(C2CCCC2)C12CCCC2 (centres undefined)	42%[activator]
COc1cccc(CNC(=O)c2c[nH]c3ncccc23)c1	4%[176 µM]
CN1CCCCCCN(CC2CCCCC2)[C@H]2CCC[C@H]2C1=O	57%[activator]
COc1cccc(-c2cc(C3CCN(C(=O)Nc4ccc(OC)cc4OC)CC3)[nH]n2)c1	18%
COCC(=O)N1CCC(N2C[C@H](O)C[C@H]2C(=O)NCc2cccc(OC)c2)CC1	14%
Cc1ccccc1C(=O)N1C(C(=O)NCC2CCCO2)COC12CCC(C)CC2 (centres undefined)	12%
COc1ccc(CNC(=O)Cn2c(C)cc3nc4n(c(=O)c32)CCCC4)cc1	16%
COCCCNC(=O)c1cc2c(=O)[nH]c(-c3ccccc3)cn2n1	32%
COC(=O)CNC(=O)N1CCCN(Cc2ccncc2)C(c2ccccc2)CC(=O)NCC1 (centres undefined)	37%[activator]
Cc1ccc(C(=O)N2CCC(c3n[nH]c(=O)n3-c3ccccc3)CC2)cc1C	13%
O=C(Cc1c[nH]c2ccccc12)NCC(=O)N1CCCCCCNC(=O)CC1c1ccccc1 (centres undefined)	-1%
COCc1c(C(=O)NCCn2c(C)cnc2C2CC2)noc1C	2%
Cc1cnc(C(=O)N2CCc3ccc(S(=O)(=O)Nc4cccnc4)cc3C2)cn1	22%
COc1ccc(Nc2cc(-c3cccs3)nc3c(C)noc23)cc1OC	?
SMILES	12-LOX inh
C=CCN1C[C@@]2(C(=O)O)CN(c3ncnc4[nH]ccc34)C[C@H]2C1=O	47%
O=C(C1CC1)N1CCC(O)(c2csc(CN3CCc4ccccc4C3)n2)CC1	36%[activator][176 µM]
CCC[C@H]1[C@@H](NC(=O)Nc2ccccc2)CC[C@@]23CCCN2C(=O)CCC[C@@H]13	5%
O=C(CN1CCN(c2cc(C3CC(O)C3)ncn2)CC1)N1CCCC1 (centres undefined)	50%[activator]
COc1cc2c(cc1OC)C(CNC(=O)CC(C)C)N(C(=O)Nc1ccccc1)CC2 (centres undefined)	-3%
CCCc1ccc(S(=O)(=O)N2CCC3(CC2)C(=O)N(CC)c2ccccc23)cc1	29%
CCN(CC)c1ncccc1CNC(=O)c1coc2c1C(=O)CCC2	1%
COc1cccc(C(CC(=O)NCCc2ccc(OC)c(OC)c2)c2c[nH]c3ccccc23)c1 (centres undefined)	5%
COCc1noc([C@@H]2CC(F)(F)CN2C(=O)C2(C)CC2)n1	-3%
c1cncc(-c2ccnc(NCC(c3cccnc3)N3CCCCC3)n2)c1 (centres undefined)	29%
Cc1ccccc1C(=O)NC(C(=O)N1CCCCC1)C1CCN(C(=O)CC(C)(C)C)CC1 (centres undefined)	4%
COCc1ncc(C)n1CC1CCN(C(=O)C2(c3ccc(OC)cc3)CC2)CC1	58%[activator]
CCc1cccc(NC(=O)N2CCCC(Cn3cnc4cccnc43)C2)c1 (centres undefined)	40%
Cc1ccc(CN2C(=O)COC[C@H]2C(=O)NC2CC2)cc1	46%[activator]
COCCOc1ccc(-c2nc(C)ccc2OC)cc1	38%
